High-throughput results from PubChem.
Vif-A3F inh: inhibitors of Vif-A3F interaction. HeLa A3F-eYFP + Vif (tagged APOBEC3F with the HIV-1 protein that degrades it), YFP fluorescence increase. Potency, µM (series often up to 46.1 µM), for the others: at the top dose activity, negative = active. 390,000 tested, 0.2% active. AID 602313; also: potency is read from the fitted curve at half-maximal effect; % of control where 0% means no effect; nearly all actives have a fitted effect of over 65% in size
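HeLa cells stably expressing A3F-eYFP plus Vif, plated and incubated overnight at 37 deg C, then exposed to compounds overnight at 37 deg C. Blocked degradation read as raised yellow fluorescence (Ex 488/Em 500-530).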
Glioma ERSR ind: induces the endoplasmic reticulum stress response in human glioma cells. U87-MG GRP78 promoter luciferase reporter, 16 h. Potency, µM, for the others: top-dose activation, actives largely listed as activators. 420,000 tested, 0.02% active. AID 602332; also: potency is read from the fitted curve at half-maximal effect; series mostly up to about 76 µM; % of control where 0% means no effect; nearly all actives have a fitted effect of over 35% in size
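Stably transfected U87-MG human glioma cells carrying a GRP78-based luminescent sensor were seeded at 1000 cells/well, pin-dosed with compounds and incubated 16 h. Luciferase reagent was then added, and end-point luminescence was read after 10 min at room temperature.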
D1 ag: human D1 receptor agonism | 360,000 tested, 1% active | HEK293 T-REx D1 cells, calcium flux, agonist mode | P21728 | activation, % at 2 µM | AID 504660; in the data active = activation above about 30%; also: 0% is about no effect
Target sequence (P21728 whole entry, looked up): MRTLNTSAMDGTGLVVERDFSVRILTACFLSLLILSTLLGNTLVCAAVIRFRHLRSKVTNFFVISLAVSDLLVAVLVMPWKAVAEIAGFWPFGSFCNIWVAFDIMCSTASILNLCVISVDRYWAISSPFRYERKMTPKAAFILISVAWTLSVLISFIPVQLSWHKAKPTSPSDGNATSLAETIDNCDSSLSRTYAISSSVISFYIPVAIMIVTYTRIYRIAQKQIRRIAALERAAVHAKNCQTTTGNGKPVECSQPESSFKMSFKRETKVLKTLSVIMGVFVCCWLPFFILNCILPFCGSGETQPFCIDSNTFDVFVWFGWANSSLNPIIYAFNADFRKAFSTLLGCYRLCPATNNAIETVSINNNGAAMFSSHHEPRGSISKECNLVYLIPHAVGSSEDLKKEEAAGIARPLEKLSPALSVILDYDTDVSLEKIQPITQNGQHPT
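Inducible HEK293 T-REx D1 cells, force-coupled to calcium signalling, were plated at 4000 cells/well with tetracycline and held overnight at 30 C. After no-wash calcium dye loading, compound-evoked calcium rise over 180 s flagged agonists.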
Vif-APOBEC3G blk: inhibitors of Vif-APOBEC3G interaction; Q9HC16; HeLa A3G-eYFP + Vif (tagged APOBEC3G with the HIV-1 protein that degrades it), YFP fluorescence, overnight; Potency, µM (doses to about 46.1 µM), for the others: at the top dose activity, negative = active, most hits filed as inhibitors; 410,000 tested, 0.076% active;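 also: potency is read from the fitted curve at half-maximal effect; % is scaled to controls: 0 for no effect and ±100 for the full control effect; nearly all actives have a fitted effect of over 60% in size; hits raise eYFP signal because A3G escapes Vif-driven loss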
Target sequence (Q9HC16 whole entry, looked up): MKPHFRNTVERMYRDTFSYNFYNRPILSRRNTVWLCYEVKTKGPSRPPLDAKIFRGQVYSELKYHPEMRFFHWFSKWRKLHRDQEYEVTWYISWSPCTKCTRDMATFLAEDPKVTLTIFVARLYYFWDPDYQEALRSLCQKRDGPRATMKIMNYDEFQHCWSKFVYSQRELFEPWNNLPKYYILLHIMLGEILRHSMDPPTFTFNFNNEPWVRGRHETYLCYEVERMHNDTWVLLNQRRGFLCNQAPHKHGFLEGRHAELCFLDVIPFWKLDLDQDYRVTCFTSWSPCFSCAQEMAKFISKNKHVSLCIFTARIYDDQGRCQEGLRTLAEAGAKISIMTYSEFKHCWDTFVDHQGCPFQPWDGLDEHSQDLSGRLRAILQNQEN
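HeLa cells stably expressing Vif and C-terminally eYFP-tagged A3G, seeded overnight at 37 deg C, then exposed to compound by pintool overnight at 37 deg C. Rise in yellow fluorescence (Ex 488/Em 500-530, Acumen) marks blocked Vif-driven A3G degradation.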
RXFP1 agonist: RXFP1 (human) receptor agonism | Q9HBX9 | HEK293T-RXFP1 cAMP TR-FRET, 30 min; response scale: percent of porcine relaxin response, buffer zero | Potency, µM (top dose mostly 57.5 µM), for inactives: top-dose activation, most hits filed as activators | 370,000 tested, 0.3% active; also: potency is read from the fitted curve at half-maximal effect; % is scaled to controls: 0 for no effect and ±100 for the full control effect; nearly all actives have a fitted effect of over 60% in size; many of its hits are not listed in these tables
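HEK293T cells stably expressing RXFP1 were pretreated with the PDE4 inhibitor Ro 20174, exposed to compounds for 30 min at 37C, lysed, and cAMP was read by TR-FRET. Data normalized to buffer (basal) and 29 nM porcine relaxin (100%).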
D1 antagonist: blocks dopamine activation of the human D1 receptor; P21728; HEK293 TREx D1 cells, calcium flux, dopamine EC80; stronger effect = lower value; activity change, negative = inhibition, % at 10 µM; 360,000 tested, 3.2% active; in the data active = activity change below about -30%; also: % is scaled to controls: 0 for no effect and ±100 for the full control effect
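Tetracycline-induced HEK293 Trex D1 cells, force-coupled to calcium, dye-loaded; compounds added and read 180 s, then EC80 dopamine added and calcium flux tracked kinetically another 180 s.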
D2 potentiator: D2 dopamine receptor (human) potentiation; HEK293 T-REx D2, calcium flux, EC20 dopamine potentiation; potentiation, % at 10 µM; P14416; 340,000 tested, 0.34% active;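 active = potentiation over 3 SD above the plate norm, cut at about 30% in these data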; also: 0% is about no effect
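Using a no-wash calcium dye in inducible, force-coupled HEK293 Trex cells expressing D2, we tracked fluorescence each second for 180 s after compound, then for 180 s after EC20 dopamine to detect augmented signalling.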
LDHA block: inhibitors of human lactate dehydrogenase A. activity change, % (values are at about 110 or 230 µM). P00338. 480,000 tested, 0.15% active. AID 1347041. purified LDHA, NADH/diaphorase-resazurin fluorescence; stronger effect = lower value; in the data active = activity change below about -30%; inconclusive = mostly about -25% to -30%;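 also: plate controls were DMSO wells for no effect and wells without enzyme for full effect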
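Remaining NADH was detected by diaphorase (0.133 mg/mL) converting 37 µM resazurin to fluorescent resorufin, read at 0 and 20 minutes. The preceding 5-minute room-temperature reaction used 2 nM LDHA, 0.2 mM sodium pyruvate and 0.06 mM NADH at pH 7.4.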
D1 PAM: enhances dopamine response at the human D1 receptor; HEK293 TREx D1 cells, calcium flux, dopamine EC20 potentiation; potentiation, % at 10 µM; 360,000 tested, 0.036% active; in the data active = potentiation above about 30%; also: 0% is about no effect
Starred values were filed as active, the others as inactive; ? = inconclusive; . = not tested or not shown; & = joins results of further samples. Unless noted, calls follow the shape of the dose curve; as a rule, active = well fitted curve in the direction sought with a large enough effect; inconclusive = small, poorly fitted or top-dose-only effect, or another doubt; inactive = no such curve, though single readings can be large; an effect the other way counts as inactive or inconclusive.

1. COc1ccc(C2=NN(C3=NN=C(N)Cc4ncnn43)C(O)(C(F)(F)F)C2)cc1 (centres undefined)
2. CCN1CCN(S(=O)(=O)c2ccc(S(=O)(=O)NC3CC3)cc2)CC1
3. O=C(NCc1ccco1)C(c1ccccc1)N(C(=O)Cc1cccs1)c1cccnc1 (centres undefined)
4. CCOC(=O)c1cc(NC(=O)C2C3CCC(O3)C2C(=O)O)cc(C(=O)OCC)c1 (centres undefined)
5. Cc1cc(C)c(S(=O)(=O)c2cccc(Br)c2C)c(=O)[nH]1
6. O=C(COC(=O)c1ccccc1C(=O)N1CCN(c2ccccc2)CC1)Nc1ccc(F)cc1
7. CCCCOC(=O)C(C)c1c(C)[nH]c(=S)[nH]c1=O (centres undefined)
8. Cc1nnc(SCC(=O)c2c(N)n(C3CC3)c(=O)[nH]c2=O)n1C
entry no.	1	2	3	4	5	6	7	8
Vif-A3F inh	4%	1%	-22%	6%	-24%	-12%	0%	3%
Glioma ERSR ind	-3%	0%	-3%	-1%	-4%	-3%	-4%	0%
D1 ag	3	5	0	-1	3	4	2	.
Vif-APOBEC3G blk	0%	2%	-1%	1%	1%	2%	0%	0%
RXFP1 agonist	0.2%	3.1%	-1.3%	12%	1.7%	0.8%	-1.1%	.
D1 antagonist	2	10	1	-4	12	.	-1	.
D2 potentiator	9	-4	2	21	-2	-1	-5	.
LDHA block	13	-1	-7	2	0	-4	-2	4
D1 PAM	-5	-2	6	6	-2	-3	-4	.

9. CC1CC(=O)C(C(C2=C(O)CC(C)CC2=O)c2ccccc2)=C(O)C1 (centres undefined)
10. CN(C)c1ccc(/C=N/NC(=O)c2nonc2N)cc1[N+](=O)[O-]
11. C=CCOC(=O)c1sc(NC(=O)c2ccco2)nc1C
12. COc1ccc(C(=O)NCCc2nnc3ccc(SCC(=O)Nc4ccccc4F)nn23)cc1
13. Cc1cccc(OCCOC(=O)c2ccc(F)c(S(=O)(=O)N3CCOCC3)c2)c1
14. COCc1c(C(=O)NC2CCCCCC2)oc2ccccc12
15. CC12CCC(C(S(=O)(=O)Nc3ccccc3)C1=O)C2(C)C (centres undefined)
16. CCOc1ccc(N(CC(=O)Nc2cccc(C)c2C)S(=O)(=O)c2c(C)[nH]c(=O)[nH]c2=O)cc1
entry no.	9	10	11	12	13	14	15	16
Vif-A3F inh	-15%	-16%	-4%	-8%	1%	-9%	0%	0%
Glioma ERSR ind	-4%	4%	?	-4%	-2%	5%	-4%	-2%
D1 ag	.	1	1	2	14	2	.	3
Vif-APOBEC3G blk	1%	1%	-4%	-1%	0%	10%	-2%	-8%
RXFP1 agonist	.	13%	1.1%	1.8%	0.6%	0.7%	.	1.8%
D1 antagonist	.	-8	-4	4	-26	0	.	7
D2 potentiator	.	10	-3	0	3	-27	.	16
LDHA block	-4	-4	-5	-4	-5	-1	-8	-8
D1 PAM	.	-8	-2	-4	-6	-1	.	-4

17. Cc1ccc(S(=O)(=O)N(C)c2ccc(C(=O)N(C)Cc3nc4ccccc4c(=O)[nH]3)cc2)cc1
18. CC(C)(C)OC(=O)C[C@H]1C/C=C\C[C@H](CC(=O)NCCO)C(=O)N[C@@H](c2ccccc2)COC1=O
19. COc1ccc(Cn2nnnc2CN2CCc3ccccc3C2)cc1
20. CC(C)(C)N=C1NN=C(c2cc3ccccc3o2)CS1
21. COc1ccc(NC(=O)CSc2nnc(-c3ccccn3)n2-c2ccccc2)cc1OC
22. CN(C)Cc1c(O)c(Cl)cc2c3c(c(=O)oc12)CCCC3
23. O=C1[C@H]2[C@@H](C(=O)N1c1cc(Cl)cc(Cl)c1)[C@]1(C(=O)Nc3ccccc31)N1CCC[C@@H]21
24. O=c1oc(-c2ccco2)nc2ccccc12
entry no.	17	18	19	20	21	22	23	24
Vif-A3F inh	-20%	-1%	-3%	5%	9%	.	9%	-3%
Glioma ERSR ind	-2%	-3%	-3%	-5%	-6%	-6%	-4%	-3%
D1 ag	7	.	0	2	0	1	1	2
Vif-APOBEC3G blk	-1%	-1%	-1%	-16%	-1%	2%	0%	0%
RXFP1 agonist	0.2%	.	1.2%	-0.7%	-0.5%	22%	0.8%	0.4%
D1 antagonist	-16	.	-21	7	-10	4	20	-39*
D2 potentiator	-8	.	-11	.	.	3	.	6
LDHA block	-4	-17	-3	-1	0	8	9	-3
D1 PAM	-3	.	-8	-1	-7	-3	9	-6

25. O=C(O)c1ccccc1NC(=O)C1CCN(S(=O)(=O)c2ccc3c(c2)OCCO3)CC1
26. CN(C1=NS(=O)(=O)N=C(N(C)c2ccccc2)O1)c1ccccc1
27. Cc1nn(Cc2ccc(Cl)cc2)c(C)c1NC(=O)c1noc2c1CCCCC2
28. COc1ccc(CN2CCCC(C(=O)N3CCCC3)C2)c(OC)c1 (centres undefined)
29. Nc1nc2nccc(-c3cccnc3)n2n1
30. COc1ccc(OC(=O)c2cnc3n(c2=O)CCS3)cc1
31. C[C@@H]1CN([C@@H](C)CO)C(=O)c2cc(Br)cnc2O[C@H]1CN(C)C(=O)c1ccccc1F
32. Cc1c(Nc2nc3ccccc3n3cnnc23)cccc1[N+](=O)[O-]
entry no.	25	26	27	28	29	30	31	32
Vif-A3F inh	-3%	-10%	1%	-1%	-24%	8%	7%	0%
Glioma ERSR ind	-5%	?	-2%	0%	5%	-1%	-4%	-6%
D1 ag	.	.	6	0	3	-1	.	0
Vif-APOBEC3G blk	0%	?	-1%	1%	0%	2%	1%	1%
RXFP1 agonist	.	.	1.4%	-0.6%	11%	6.9%	.	13%
D1 antagonist	.	.	3	4	-6	-2	.	10
D2 potentiator	.	.	12	5	9	-3	.	-12
LDHA block	2	-8	-2	-22	-4	4	-3	0
D1 PAM	.	.	1	-1	0	-2	.	-2

33. COc1ccc(N2CCN(S(=O)(=O)c3ccc4c(c3)NC(=O)C(C)C(=O)N4)CC2)cc1 (centres undefined)
34. Cc1ccc(NC(=O)N2CCc3cc(S(=O)(=O)N4CCC(C)CC4)ccc32)cc1C
35. CCNCc1cc([N+](=O)[O-])ccc1OCC
36. CN1CCN(c2ccc(S(=O)(=O)N3CCCCC3)cc2N)CC1
37. O=C1C=CC(=O)N1c1ccc2c(c1)C(NC(=O)C(F)(F)F)c1ccccc1-2 (centres undefined)
38. C/C(Cc1ccccc1)=N\NC(=O)CNC(=O)c1ccccc1
39. CC(=O)Nc1ccc(SCC(=O)NC(=O)c2ccc(Cl)cc2)cc1
40. COc1ccc(OC)c(CNC(=O)CN2N=C(c3ccc(Cl)cc3)CCC2=O)c1
entry no.	33	34	35	36	37	38	39	40
Vif-A3F inh	4%	.	13%	0%	5%	3%	-9%	2%
Glioma ERSR ind	-1%	.	-6%	-1%	-14%	-5%	-4%	2%
D1 ag	4	5	0	4	.	3	.	1
Vif-APOBEC3G blk	0%	.	4%	7%	-29%	1%	-2%	3%
RXFP1 agonist	1.0%	25%	-0.8%	3.0%	.	-1.5%	.	-0.2%
D1 antagonist	-18	-25	-1	5	.	3	.	0
D2 potentiator	2	-4	12	-14	.	.	.	3
LDHA block	3	1	-8	0	-8	-17	-14	-3
D1 PAM	-3	-5	-3	3	.	-2	.	0

The list goes on, overlapping the part above by four compounds.
37. O=C1C=CC(=O)N1c1ccc2c(c1)C(NC(=O)C(F)(F)F)c1ccccc1-2 (centres undefined)
38. C/C(Cc1ccccc1)=N\NC(=O)CNC(=O)c1ccccc1
39. CC(=O)Nc1ccc(SCC(=O)NC(=O)c2ccc(Cl)cc2)cc1
40. COc1ccc(OC)c(CNC(=O)CN2N=C(c3ccc(Cl)cc3)CCC2=O)c1
41. Cc1ccc(CNS(=O)(=O)c2cc3c(cc2C)NC(=O)CO3)cc1
42. O=C(CC1C(=O)NCCN1Cc1cccc(F)c1)NCCCOc1cccnc1 (centres undefined)
43. COc1ccccc1N1CC(C)(C)C(=O)N(C(=O)c2ccc(Cl)cc2)C1=S
44. O=C(CSc1nnc(CNC(=O)c2ccco2)o1)Nc1ccccc1
45. CCC(C)[C@H](NC(=O)c1cn(CC)c2cc3c(cc2c1=O)OCO3)C(=O)NCCCn1ccnc1 (some centres undefined)
46. CN(Cc1c(C(=O)N/N=C/c2ccccc2O)nnn1-c1nonc1N)C1CCCCC1
47. Cc1cccc(-c2nc(C#N)c(N3CCC(C)CC3)o2)c1
48. CN(NC1OC(=O)c2ccccc21)c1c([N+](=O)[O-])cc(C(F)(F)F)cc1[N+](=O)[O-] (centres undefined)
49. CCc1nnc(NC(=O)c2ccc(COc3ccccc3C)o2)s1
50. C/C(=N\NC(=O)c1nn(C)c(C)c1Br)c1ccc(NC(=O)c2ccoc2C)cc1
51. c1ccc(N2CCN(Cc3cn4ccccc4n3)CC2)cc1
entry no.	37	38	39	40	41	42	43	44	45	46	47	48	49	50	51
Vif-A3F inh	5%	3%	-9%	2%	1%&4%	-4%	-7%	0%	0%	-28%	9%	0%	7%	1%	1%
Glioma ERSR ind	-14%	-5%	-4%	2%	-6%&3%	0%	19%	-2%	5%	5%	0%	-4%	-4%	-1%	-3%
D1 ag	.	3	.	1	3&0	1	6	1	2	.	2	3	1	2	0
Vif-APOBEC3G blk	-29%	1%	-2%	3%	1%&-2%	0%	-8%	1%	2%	-8%	-12%	-5%	-2%	1%	-1%
RXFP1 agonist	.	-1.5%	.	-0.2%	7.8%&0.7%	2.1%	2.6%	1.1%	3.0%	.	-1.6%	-2.4%	0.1%	0.7%	-2.0%
D1 antagonist	.	3	.	0	-7&-17	3	-18	-26	-4	.	10	-12	-8	-2	6
D2 potentiator	.	.	.	3	5&2	-4	-6	10	15	.	0	-3	1	14	-18
LDHA block	-8	-17	-14	-3	-1&0	-3	0	-1	3	-4	-6	-2	-8	-5	0
D1 PAM	.	-2	.	0	3&0	4	-3	-4	-3	.	-5	-2	-8	0	-1

An excerpt (hit frequency here may not be typical).
